CBFb-RUNX1 inh – blocks binding between human CBF-beta and RUNX1; Q01196+Q13951; AlphaScreen CBFb-His/RUNX1-biotin binding, biochemical; Potency, µM (highest dose often 59.8 µM), inactives show at the highest dose activity, negative = inhibition, actives largely listed as inhibitors; 230,000 tested, under 10 active; further: % of control where 0% means no effect
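Bead-based AlphaScreen assay; binding partners His-tagged CBF-beta and biotinylated RUNX1 at 30 nM each. Compound exposure 15 min after a 20-min protein preincubation; bead step 90 min; all steps at room temperature.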
IMPase Li cell – cell-permeable IMPase inhibitors with lithium potentiation; CHO-M1 cells, IP1 TR-FRET (IP-One), carbachol + lithium; Potency, µM (top dose mostly 59.4 µM), for the others: at the highest dose activity, negative = IMPase inhibition, usual class: inhibitors; 210,000 compounds, 0.35% hits;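 further: IP1 builds up when IMPase is blocked and the TR-FRET signal falls; potency means the concentration at half of the fitted maximal effect; plate controls were basal vehicle for no effect and high inhibitor control for full effect; nearly all actives have a fitted effect of over 50% in size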
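Readout is a homogeneous TR-FRET IP1 immunoassay (Ex 320, Em 665 and 620), where raised cytosolic IP1 lowers signal. Cells were CHO-M1 treated 30 min at 37C with test compounds plus a little lithium; AC50 values came from Hill-equation fitting.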
Luc counter – Kinase-Glo luciferase inhibition (counter-screen). AID 1379. Kinase-Glo luciferase, ATP luminescence, 8 min. Potency, µM (doses to about 38.3 µM), for inactives: top-dose activity change, negative = inhibition, most hits filed as inhibitors. 200,000 compounds, 0.28% hits; further: potency means the concentration at half of the fitted maximal effect; on the % scale 0 is the no-effect control and ±100 the full control effect; nearly all actives have a fitted effect of over 60% in size
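Light output from Kinase-Glo luciferase with luciferin and 10 uM ATP in 50 mM imidazole pH 7.2, KCl, MgCl2, Tween 20, BSA; compound pin-delivered, 8-min ambient incubation, then luminescence read.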
NPSR antagonist – blocks cAMP signaling of the human neuropeptide S receptor; Q6W5P4; CHO-NPSR cells, cAMP TR-FRET, antagonist mode; Potency, µM (top dose mostly 38.3 µM), inactives show top-dose activity change, negative = inhibition, usual class: inhibitors; 220,000 compounds, 1% hits; further: potency means the concentration at half of the fitted maximal effect; on the % scale 0 is the no-effect control and ±100 the full control effect; nearly all actives have a fitted effect of over 50% in size; many of its hits are not listed in these tables
Epigenetic reg – epigenetic control regulation, reporter derepression; murine LDR cells, GFP reporter derepression, 30 h; Potency, µM (doses to about 53.9 µM), without a hit: at the highest dose GFP activation, most hits filed as activators; 280,000 compounds, 0.2% hits; further: potency means the concentration at half of the fitted maximal effect; % of control where 0% means no effect; nearly all actives have a fitted effect of over 60% in size
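Murine LDR cells bearing a silenced CMV-driven GFP reporter were exposed to compound for 30 h at 37 C. After PBS washes, GFP-positive cells (20-120 um objects) counted by laser-scanning microplate cytometry.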
L3MBTL1 inh – L3MBTL1 (human) inhibition. Q9Y468. 230,000 compounds, 0.66% hits. Potency, µM (doses to about 57.1 µM), without a hit: top-dose activity, negative = inhibition, actives largely listed as inhibitors. AlphaScreen L3MBTL1–H3K9me1 peptide binding; further: potency means the concentration at half of the fitted maximal effect; on the % scale 0 is the no-effect control and ±100 the full control effect; nearly all actives have a fitted effect of over 60% in size
Target sequence (Q9Y468 whole entry, looked up): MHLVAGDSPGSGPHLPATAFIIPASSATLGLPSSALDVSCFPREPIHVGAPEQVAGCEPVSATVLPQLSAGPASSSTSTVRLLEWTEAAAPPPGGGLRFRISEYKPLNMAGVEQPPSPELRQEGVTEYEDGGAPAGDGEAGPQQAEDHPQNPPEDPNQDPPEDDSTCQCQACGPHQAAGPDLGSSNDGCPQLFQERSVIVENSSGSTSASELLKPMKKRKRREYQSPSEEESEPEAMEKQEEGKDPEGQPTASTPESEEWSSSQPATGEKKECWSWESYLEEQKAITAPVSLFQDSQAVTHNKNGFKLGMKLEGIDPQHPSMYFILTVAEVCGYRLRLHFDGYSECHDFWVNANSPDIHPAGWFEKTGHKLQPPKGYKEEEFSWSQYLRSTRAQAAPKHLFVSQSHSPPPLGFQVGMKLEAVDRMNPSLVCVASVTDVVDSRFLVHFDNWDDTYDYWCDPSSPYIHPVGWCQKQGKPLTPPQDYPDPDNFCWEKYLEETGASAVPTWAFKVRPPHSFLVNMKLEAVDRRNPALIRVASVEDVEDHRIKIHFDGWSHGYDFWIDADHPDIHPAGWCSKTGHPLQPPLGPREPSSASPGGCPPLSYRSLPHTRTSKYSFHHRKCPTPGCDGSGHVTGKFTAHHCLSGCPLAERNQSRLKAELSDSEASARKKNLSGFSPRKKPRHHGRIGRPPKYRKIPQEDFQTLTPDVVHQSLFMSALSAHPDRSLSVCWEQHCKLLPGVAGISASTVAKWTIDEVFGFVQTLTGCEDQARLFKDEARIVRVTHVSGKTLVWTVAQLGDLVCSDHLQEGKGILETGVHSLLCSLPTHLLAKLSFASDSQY
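L3MBTL1 50 nM + b-AHA-H3(1-15)K9me1 75 nM, 30 min RT; compound added, 30 min RT; streptavidin donor/Ni-chelate acceptor beads 10 ug/mL each final, 30 min RT dark; AlphaScreen read.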
HttQ103 aggreg – mutant huntingtin aggregation inhibition | PC12 HttQ103-GFP aggregates, Acumen cytometry, 40 h | Potency, µM (top dose mostly 46.1 µM), for the others: top-dose activity change, negative = inhibition, actives largely listed as inhibitors | 220,000 compounds, 1.1% hits | AID 1688; further: potency means the concentration at half of the fitted maximal effect; on the % scale 0 is the no-effect control and ±100 the full control effect; nearly all actives have a fitted effect of over 60% in size
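PC12 cells with ecdysone-inducible HTT exon1 Q103-GFP, induced by 100 nM tebufenozide, given compounds in a concentration series. GFP aggregates (1–25 um, 6 SD above background) counted in lysates by laser-scanning cytometry, 488 nm excitation.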
* = called active by the depositor; ? = inconclusive; / = no result given; & = joins results of further samples; [ ] = dose if it differs, or a comment. The call rests on the fitted dose curve; in most records, active means well fitted curve in the direction sought with a large enough effect; inconclusive means small, poorly fitted or top-dose-only effect, or another doubt; inactive means no such curve, though single readings can be large; an effect the other way counts as inactive or inconclusive. A portion of the library; rates above refer to the full screens.

Compound	CBFb-RUNX1 inh	IMPase Li cell	Luc counter	NPSR antagonist	Epigenetic reg	L3MBTL1 inh	HttQ103 aggreg
C[C@@H]1C[C@H](O)c2cc(Cl)ccc2N1	3.1%	13.9%[38.3 µM]	-1.9%	1.3%[46.1 µM]	-1.1%	2.0%	3.3%
COc1ccccc1NC(=O)CSc1nc2n[nH]c(C)c2c(=N)n1-c1ccccc1Cl	-4.0%	23.3%	0.3%	-10.1%[46.1 µM]	1.0%	2.3%	-5.4%
CCOC(=O)c1c(NC(=O)c2nn(CC)cc2Br)sc(C)c1C	11.2%	11.8%[38.3 µM]	0.4%	-25.5%[46.1 µM]	-0.8%	7.4%	?
Clc1ccccc1-c1nc2ccccc2c2nncn12	-2.0%	24.3%[38.3 µM]	1.5%	-0.5%[46.1 µM]	-0.7%	/	20.5%
C#CCOCCOCCOCCNc1nc(N2CCN(C(=O)C(Cc3cc4ccccc4[nH]3)n3cc(C(N)Cc4ccc(O)cc4)nn3)CC2)nc(N2CCN(C(=O)C(Cc3cc4ccccc4[nH]3)n3cc(C(N)Cc4ccc(O)cc4)nn3)CC2)n1 (stereo unspecified)	/	6.4%	/	56.4%	2.7%	?	8.0%[9.22 µM]
Cc1ccc(OCCCCn2cnc3ccccc32)cc1	3.2%	9.3%	0.2%	-39.3%	-4.7%&-5.2%	/	?
COc1cc2c(cc1OC)C(C)N(C(=O)CCN1C(=O)C3C4C=CC(C4)C3C1=O)CC2 (stereo unspecified)	0.5%	14.0%[38.3 µM]	-1.0%	-4.6%[46.1 µM]	0.0%	/	-13.6%
Cc1cccc(N2CCN(C(=O)CCN3C(=S)NC(C)(C)CC3C)CC2)c1C (stereo unspecified)	-9.1%	4.8%	-0.5%	-18.2%	1.1%	-29.0%	-16.6%
CS(=O)(=O)N1CCC(C(=O)Nc2ccc(Cl)c(Cl)c2)CC1	26.4%	15.9%	0.9%	5.1%	-2.1%	2.7%	-20.4%[9.22 µM]
Cc1cc(NC(=O)c2ccccc2)sc1C	-6.4%	-7.9%[38.3 µM]	11.2µM*	-5.1%[46.1 µM]	-0.7%	/	-21.6%
CCCCn1nnnc1NCc1cccnc1	5.3%	19.9%[38.3 µM]	-1.2%	3.9%[46.1 µM]	0.0%	1.2%	11.5%
Cc1cc(Oc2ccccc2)nc(SCC(=O)Nc2ccc(Cl)cc2Cl)n1	16.8%	38.5%[activator][38.3 µM]	-0.7%	?	8.8%	/	10.4%
O=C(CSc1nnc(-c2ccncc2)o1)c1ccc2c(c1)OCCO2	-10.6%	?	2.5%	-10.3%	6.3%	1.1%	32.5%
CCn1c(=S)ccc2ccc(OC)cc21	2.1%	?	-1.3%	?	2.7%	-0.9%[11.4 µM]	1.4%
CCn1c(SCC(=O)Nc2ccc(N3CCOCC3)c(Cl)c2)nnc1-c1ccc(N)cc1	1.7%	18.6%[38.3 µM]	1.0%	-5.4%[46.1 µM]	-1.0%	/	15.6%[9.22 µM]
O=c1ccc2ccc(OCc3nnc(-c4ccccc4Br)o3)cc2o1	-0.3%	7.0%[38.3 µM]	-1.3%	-25.4%[46.1 µM]	-1.1%	1.6%	14.6%
Cc1cc(C)cc(OC(=O)N2CCOCC2)c1	7.4%	18.1%[38.3 µM]	2.4%	-2.1%[46.1 µM]	-1.1%	-4.1%	-9.0%
CCC(CC)C(=O)NCc1cccnc1	8.2%	2.6%	-1.3%	8.2%	-0.4%	-2.9%	7.4%
O=C(C1=C[C@H](C2CC2)C[C@H](OCCCCO)O1)N1CCOCC1	?	-14.8%	/	-5.3%	2.3%	1.8%	-16.0%[9.22 µM]
Cc1nc2ccc(C(=O)N/N=C/c3cc([N+](=O)[O-])ccc3O)cc2[nH]1	4.7%	1.3%	-0.6%	-7.3%	-1.5%	-22.1%	-8.0%
O=C(CCn1cnc2ccccc21)N=Nc1c(O)[nH]c2ccccc12	-1.9%	/	/	-17.4%	0.3%	1.2%	19.7%[9.22 µM]
O=C(COC(=O)C1(c2ccccc2F)CCCC1)N1CCc2ccccc21	4.2%	-2.5%	-1.5%	9.5%	2.1%	-0.8%	12.8%
COc1cccc(C(Nc2ccccn2)c2oc(CO)cc(=O)c2O)c1 (stereo unspecified)	2.8%	3.3%	1.4%	9.4%	1.0%	/	-6.0%
Cc1ccc(Cl)cc1NC(=O)Cn1cc2c(n1)CCCC2	-1.7%	-3.8%[38.3 µM]	0.3%	-9.4%[46.1 µM]	-0.2%	/	11.5%

Random excerpt: 4 entries already listed
Compound	CBFb-RUNX1 inh	IMPase Li cell	Luc counter	NPSR antagonist	Epigenetic reg	L3MBTL1 inh	HttQ103 aggreg
O=C(CCn1cnc2ccccc21)N=Nc1c(O)[nH]c2ccccc12	-1.9%	/	/	-17.4%	0.3%	1.2%	19.7%[9.22 µM]
CCn1c(=S)ccc2ccc(OC)cc21	2.1%	?	-1.3%	?	2.7%	-0.9%[11.4 µM]	1.4%
CCC(CC)C(=O)NCc1cccnc1	8.2%	2.6%	-1.3%	8.2%	-0.4%	-2.9%	7.4%
Cc1nc2ccc(C(=O)N/N=C/c3cc([N+](=O)[O-])ccc3O)cc2[nH]1	4.7%	1.3%	-0.6%	-7.3%	-1.5%	-22.1%	-8.0%

(listing goes on)
Compound,CBFb-RUNX1 inh,IMPase Li cell,Luc counter,NPSR antagonist,Epigenetic reg,L3MBTL1 inh,HttQ103 aggreg
Cc1ccc(/C=N/NC(=O)c2ccco2)s1,2.1%,-18.5%[38.3 µM],-12.0%,4.0%[46.1 µM],0.0%,1.2%,3.8%
CNS(=O)(=O)c1ccc(OC)c(-c2nnc3c4ccccc4c(C)nn23)c1,1.7%,-3.5%[38.3 µM],-0.1%,11.3%[46.1 µM],3.8%&-1.0%,-0.9%,18.4%
Cc1ccc(-c2cc(-c3ccccc3)c(C#N)c(N)n2)o1,-23.2%,8.1%,0.7%,-17.8%[46.1 µM],?,17.3%,25.2%
O=C(NCc1cccnc1)Nc1cccc(NC(=O)NCc2cccnc2)c1F,-22.3%,/,/,35.6%,-1.0%,/,5.2%[9.22 µM]
COc1ccc(C(=O)NC(=S)NCc2ccco2)cc1,-6.9%,/,/,-0.1%,1.0%,/,-28.4%[9.22 µM]
Cn1c(SCC(=O)NNC(=S)Nc2ccccc2)nnc1-c1ccccc1,3.6%,/,/,2.4%,0.0%,4.6%,24.3%[9.22 µM]
Cc1cc(=O)n2[nH]c(-c3ccc(Cl)cc3)cc2n1,-0.8%,18.8%[38.3 µM],-1.1%,26.4%[46.1 µM],-1.0%,?,-2.5%
Cc1ccc(S(=O)(=O)N2CCN(C(=O)CN3CCOCC3)C2C(C)C)cc1 (stereo unspecified),7.7%,20.6%[38.3 µM],1.1%,-7.6%[46.1 µM],-0.2%,/,-5.6%
CC(C)(C)n1ncc2c(=O)n(CC(=O)NCc3ccco3)cnc21,29.4%,-1.4%,-7.3%,-13.4%[46.1 µM],0.0%,9.2%,-15.3%
Nc1cc(=O)[nH]c(=O)n1Cc1ccco1,5.4%,18.8%[38.3 µM],2.7%,-5.0%[46.1 µM],-1.0%,-9.6%[11.4 µM],0.9%
C=CCOc1c(Br)cc(/C=C(\C#N)C(N)=O)cc1OC,14.5%,/,/,11.0%,4.3%,8.9%,-19.6%[9.22 µM]
c1ccc(-c2nc(-c3cccs3)c(NC3CCCCC3)o2)cc1,-8.0%,28.7%,-2.1%,/,?,/,/
CC(=O)c1cccc(Nc2cc(C)nc3ccc(C)cc23)c1,-1.0%,/,/,-3.6%,7.8%,-3.3%,-2.0%[9.22 µM]
CCOc1cc2[nH]c(=S)n(CCC(=O)NCc3ccc(OC)cc3)c(=O)c2cc1OCC,4.1%,-13.4%[38.3 µM],2.9%,-26.8%[46.1 µM],-3.0%,-4.1%,21.1%
C#CCSc1nnnn1-c1cccc(Cl)c1,0.0%,/,/,-22.2%,1.3%,7.3%,-0.3%[9.22 µM]
CCCc1nnc2n1N=C(c1ccc(OC)c(OC)c1)CS2,-4.0%,15.2%,4.7%,10.1%,0.0%,13.3%,?
C/C=C/C1=Cc2ccccc2C(CC(=O)OC)N1C(=O)OC (stereo unspecified),1.4%[13.1 µM],1.9%,-4.8%[7.66 µM],/,/,/,/
COC(=O)c1ccc(NC(=O)C(=O)N2CCN(C(=S)Nc3cccc(C)c3C)CC2)cc1,7.5%,-4.1%,0.0%,-8.5%[46.1 µM],0.0%,11.2%,-8.7%
Cc1ccc(-n2c(=O)[nH]c3c(C(N)=O)nc(-c4ccc(C)o4)nc32)cc1,2.6%,-4.6%[38.3 µM],11.9%,-17.3%[46.1 µM],5.1%,-3.3%,-26.5%
CCCCOc1ccc(-c2cnc3ccccc3n2)cc1,8.6%,-2.2%,-11.9%,5.6%,4.5%,37.4%[activator],-1.1%
COc1cc(NC(=O)Cn2c(-c3cncs3)nc3ccccc32)cc(OC)c1OC,3.7%,4.0%[38.3 µM],-10.1%,-7.4%[46.1 µM],0.1%,-19.2%,?
CC(C)NS(=O)(=O)c1ccc(OCC(=O)NCC2CCCO2)c(Cl)c1 (stereo unspecified),9.0%,16.9%[38.3 µM],-3.5%,-9.7%[46.1 µM],-2.6%,/,13.1%
O=C(CSc1ncnc2c1oc1ccccc12)Nc1cccc(F)c1,-4.9%,?,-2.4%,?,-1.6%,1.0%,-3.3%
Cc1cccc(-n2c(=O)[nH]c3c(C(N)=O)nc(C(C)C)nc32)c1,0.6%,7.2%,4.2%,-13.7%[46.1 µM],-0.8%,-1.7%,-6.1%

Assay outcomes from PubChem.
